HCV inhibitor = blocks hepatitis C virus. Potency, µM (series often up to 41.8 µM), for inactives: at the highest dose activity change, negative = inhibition, actives largely listed as inhibitors. Huh7.5.1 HCVcc-Cre infection, luciferase reporter, 44 h. 3.4% of 340,000 active; note: potency is the fitted concentration of half-maximal effect; % is set by controls: 0 for no effect and ±100 for the full control effect
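Cells seeded at 1,000/well and cultured 4 h, then compounds added followed by HCVcc-Cre virus (~0.5 moi). After 44 h further culture, luciferase substrate was added, plates held 15 min at room temperature, and luminescence read for 15 sec.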
Giardia FBPA inh = blocks Giardia fructose-bisphosphate aldolase activity; purified Giardia FBPA; Potency, µM (highest dose often 59.6 µM), without a hit: at the highest dose activity, negative = inhibition, most hits filed as inhibitors; 0.71% of 290,000 active; AID 2451; note: potency is the fitted concentration of half-maximal effect; % is set by controls: 0 for no effect and ±100 for the full control effect; nearly all actives have a fitted effect of over 55% in size
Target sequence (A8B2U2 whole entry, looked up): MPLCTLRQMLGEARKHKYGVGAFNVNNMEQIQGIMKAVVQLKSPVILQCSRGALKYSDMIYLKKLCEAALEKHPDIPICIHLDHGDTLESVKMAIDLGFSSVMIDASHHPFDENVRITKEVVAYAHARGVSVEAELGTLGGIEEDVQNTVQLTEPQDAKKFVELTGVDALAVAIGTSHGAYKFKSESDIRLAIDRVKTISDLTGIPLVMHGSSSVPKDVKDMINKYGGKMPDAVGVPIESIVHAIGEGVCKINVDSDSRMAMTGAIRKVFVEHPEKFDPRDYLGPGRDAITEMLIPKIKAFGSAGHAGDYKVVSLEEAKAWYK
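Giardia FBPA (40 nM reagent) was preincubated 10 min at RT with compound (up to 57.5 uM final), then substrate plus GAPDH/TPI/NAD/arsenate coupling system with diaphorase/resazurin was added; resorufin fluorescence (525/598 nm) was read after 20 min.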
Pf growth 96h = inhibits malaria parasite growth, 96 h | 6.9% of 320,000 active | P. falciparum luciferase reporter growth, 96 h | Potency, µM (series often up to 28.7 µM), for inactives: at the highest dose activity change, negative = inhibition, most hits filed as inhibitors | AID 504834; note: potency is the fitted concentration of half-maximal effect; % is set by controls: 0 for no effect and ±100 for the full control effect
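Readout is luminescence from an integrated firefly luciferase in P. falciparum. Red cells, 2% hematocrit and 0.05% parasitemia final, were cultured with compound through two parasite generations (96 hours) at 37 C, 5% CO2.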
Cycloheximide cs = counter-screen hit for Shiga toxin inhibitors, cycloheximide; cell reporter, cycloheximide protein synthesis inhibition counterscreen; max response, %; 12% of 300,000 active; AID 2314; in the data active = max response mostly above about 13%, no sharp cut-off; inactive = mostly below about 14%; note: read at 38.3 µM for the half of the compounds with a filed dose; 0% is about no effect
Shiga inhibitor = blocks Shiga toxin action in Vero cells | AID 2315 | inhibition, % at 38.7 µM | 9.2% of 290,000 active | Vero cells, Shiga toxin protein synthesis inhibition reporter; in the data active = inhibition mostly above about 28%, no sharp cut-off; inactive = mostly below about 43%; note: 0% is about no effect
Pf growth 48h = P. falciparum growth inhibition at 48 hours (one generation). P. falciparum luciferase growth in erythrocytes, 48 h. Potency, µM (doses to about 28.7 µM), without a hit: at the highest dose activity change, negative = inhibition, most hits filed as inhibitors. 5.9% of 310,000 active; note: potency is the fitted concentration of half-maximal effect; % is set by controls: 0 for no effect and ±100 for the full control effect
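Luminescence readout; reporter = integrated firefly luciferase in P. falciparum. RBC culture at 2% hematocrit, 0.1% parasitemia final, 37 C/5% CO2; decreased signal taken as growth inhibition.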
Active calls of the source: *; ? = inconclusive; . = not tested or not shown; & = joins results of further samples; [ ] = remark or other dose. Unless noted, calls come from the whole dose curve; as a rule, active = well fitted curve in the direction sought with a large enough effect; inconclusive = small, poorly fitted or top-dose-only effect, or another doubt; inactive = no such curve, though single readings can be large; an effect the other way counts as inactive or inconclusive. No enrichment for hits; any-hit rate near 24%.

Below each compound – HCV inhibitor	Giardia FBPA inh	Pf growth 96h	Cycloheximide cs	Shiga inhibitor	Pf growth 48h
- CC(C)N1CCC(=NNC(=O)c2ccccc2[N+](=O)[O-])CC1
 : 42%[activator]	0%	-9%	-1	2	11%
- O=C(NCCCN1CCCC1=O)c1cccc(S(=O)(=O)Nc2ccc(Br)cc2)c1
 : 1%	.	?	.	.	?
- O=C(CSc1nccn(-c2cccc(F)c2)c1=O)Nc1ccc(Cl)cc1F
 : -2%	-15%	6%	-4	30	22%
- Nc1ccc(C(=O)O)cc1
 : ?	5%	17%&-18%&-18%	.	.	1%&-4%&-14%
- O=C(c1ccccc1F)n1c2c(c3ccccc31)CCCC2
 : ?	15%	?	1	-2	-4%
- CCCCn1c(SCC(=O)OC)nc2c1c(=O)n(C)c(=O)n2C
 : 5%	-7%	-5%[5.75 µM]	-5	-17	-5%
- CCCCC(=O)NC1(C(F)(F)F)C(=O)N(CC(C)C)C2=C1C(=O)CC(C)(C)C2 (stereo unspecified)
 : 9%	8%	8%	30	44*	-1%
- C#CCC(NC(=O)c1ccc(C#N)cc1)C(=O)NCCC (stereo unspecified)
 : 10%	.	29%	.	.	20%
- COc1ccc(N(C)S(=O)(=O)c2ccc(Cl)c(C(=O)NCC(C)(C)N3CCOCC3)c2)cc1
 : ?	.	?	.	.	?
- COC(=O)Cn1cnc2c(C#N)c3n(c2c1=O)CCCCC3
 : 7%	-4%	-5%	-2	-11	26%

Next records.
Below each compound – HCV inhibitor	Giardia FBPA inh	Pf growth 96h	Cycloheximide cs	Shiga inhibitor	Pf growth 48h
- CCC(=O)Nc1cccc(C2=NN(c3ccccc3)C(c3ccc(OC)cc3)C2)c1 (stereo unspecified)
 : ?	-1%	13µM*	2	-15	?
- N#Cc1cc2cc3c(cc2nc1N1CCOCC1)OCO3
 : -7%	-1%	?	1	-1	15%
- COc1ccc(OC)c(C2=NOC(C(=O)NCCN3CCOCC3)C2)c1 (stereo unspecified)
 : 10%	-3%	28%	-3	-1	-4%
- CCC(C)(C)C1CCC2(CC1)NC(=S)N(c1ccccc1)N2 (stereo unspecified)
 : 10%	1%	-16%	35*	98*	-12%
- CCOc1ccc2[nH]c(=O)c(CN(CC3COCCO3)C(=O)C3CC3)cc2c1 (stereo unspecified)
 : ?	1%	-10%	-1	-12	4%
- CC(NC(=O)Cn1cccc1C(=O)c1ccccc1)c1ccc2c(c1)OCCO2 (stereo unspecified)
 : -15%	4%	29%	-3	-5	0%
- COCCN1C(=O)c2ccccc2C(C(=O)NCCCN2CCCC2)C1c1c[nH]c2ccccc12 (stereo unspecified)
 : 4%	-27%	-14%	-5	-1	13µM*
- COc1ccc(C(=O)NNC(=O)c2ccc3ccccc3n2)cc1
 : ?	.	-8%	.	.	-29%
- O=C(CSc1nnc(-c2ccc(O)cc2)o1)N1CCOCC1
 : 3%	-6%	.	53*	114	51%[activator]
- COc1ccc(-c2ccc(S(=O)(=O)N3CCOCC3)cc2)cc1
 : 1%	6%	.	-2	8	8%

Remaining list, next part
Below each compound – HCV inhibitor	Giardia FBPA inh	Pf growth 96h	Cycloheximide cs	Shiga inhibitor	Pf growth 48h
- COc1ccc(-c2[nH]ncc2CN(C)Cc2nonc2C)c(OC)c1
 : 1%	0%	10µM*	1	-7	9%
- c1ccc(CNc2ncnc3c2cnn3-c2ccccc2)cc1
 : ?	-4%	2%	13*	45	58%[activator]
- O=[N+]([O-])c1ccc(N2CCNCC2)cc1Sc1ccccn1
 : -13%	11%	-1%	13	-3	?
- O=c1c2c(-c3ccc([N+](=O)[O-])cc3)ccnc2[nH]n1-c1ccccc1
 : 6%	-9%	25%	-3	-4	2%[0.00184 µM]
- COc1ccc(OC)c(C2C(C#N)=C(N)Oc3c2c(C)nn3-c2ccc(C)cc2)c1 (stereo unspecified)
 : -6%	6%	21%	-4	-6	3%
- O=C(Nc1ccccc1)N1CCCc2ccccc21
 : -22%	-4%	?	13	26*	17%
- COc1ccc(CNC(=O)CN2CCN(c3ccccc3)CC2)cc1
 : 2%	14%	19%	6	-10	-17%
- COc1cccc(C(=O)Nc2ccc3[nH]c(=O)[nH]c3c2)c1OC
 : 23%	-19%	51%[activator]	8	54*	39%[activator]
- CCOC(=O)c1cc2n(n1)C(C(F)(F)C(F)(F)F)CC(C)N2 (stereo unspecified)
 : -4%	0%	48%[activator]	1	15	-20%
- CCCCN1C[C@H](O)[C@@H](O)[C@H](O)[C@H]1CO
 : 14%	-4%	2%	-1	-11	3%

(next part)
Below each compound – HCV inhibitor	Giardia FBPA inh	Pf growth 96h	Cycloheximide cs	Shiga inhibitor	Pf growth 48h
- Cc1cccc(C)c1N1CCN(c2c(C)cccc2C)CC1
 : 1%	8%	?	-3	-7	?
- CN(C(=O)CSc1nnnn1-c1ccc(O)cc1)C1CCS(=O)(=O)C1 (stereo unspecified)
 : ?	4%	22%	-2	-4	-27%
- CC1(C)C2CCC1(C)C(OC(=O)CNc1ccccc1)C2 (stereo unspecified)
 : 19%	1%	?	8	19	?
- Cc1ccccc1NC(=O)COC(=O)c1c[nH]c(=O)[nH]c1=O
 : 34%[activator]	1%	0%	-2	21	1%
- C=CCn1c(SCC(N)=O)nc(C)cc1=O
 : 2%	5%	?	6	11	-1%
- CCOC(=O)C1CCCN(C(=O)c2cc(Cl)ccc2NC(=O)C2=C(C)OCCS2)C1 (stereo unspecified)
 : 7%	.	1%	-2	27	13µM*
- COCC(C)NC(=O)c1oc2c(c1C)C1(CCC2)SCCS1 (stereo unspecified)
 : ?	-17%	?	8	25	-25%
- Fc1ccc(-c2csc(NC(=S)Nc3ccccc3)n2)cc1
 : ?	-1%	?	-1	-7	5%[0.00184 µM]
- COCCN(C(=O)Cc1cccs1)c1nnc(-c2cccnc2)s1
 : -6%	-4%	69%[activator]	2	1	16%
- COc1ccc(CCNCc2ccc(OCC(=O)N3CCCCC3)c(OC)c2)cc1OC
 : -2%	-10%	-6%[5.75 µM]	-2	1	-17%

Next records
Below each compound – HCV inhibitor	Giardia FBPA inh	Pf growth 96h	Cycloheximide cs	Shiga inhibitor	Pf growth 48h
- CC1(c2ccccc2)CC(C)(C)N(C(=O)c2cc([N+](=O)[O-])cc([N+](=O)[O-])c2)c2ccccc21 (stereo unspecified)
 : ?	6%	-1%	-4	-8	?
- CCn1c(SCC(=O)Nc2ccc(OC)cc2)nc2nc3c(cc2c1=O)CCCC3
 : ?	0%	-20%	1	-8	12%
- COc1ccc(N2CCN(S(=O)(=O)c3ccc(Cl)c(C(F)(F)F)c3)CC2)cc1
 : -2%	0%	-18%	0	2	21%
- O=C(COC(=O)CCS(=O)(=O)c1ccccc1)Nc1ccc(N2CCCCC2)cc1
 : 24%	.	38%[activator]	.	.	65%[activator]
- O=C(CN1C(=O)c2ccccc2C1=O)NCC(=O)OCC(=O)c1ccc(Cl)cc1
 : 7%	19%	76%[activator]	-2	13	10%
- CCOC(=O)N1CCN(C(=O)CCc2ccc(S(=O)(=O)NCCc3ccccc3)cc2)CC1
 : -14%	-2%	.	0	-11	?
- CCCc1c(C(=O)Nc2ccc(C(F)(F)F)cc2)cnn1-c1ccccc1
 : ?	-3%	?	1	-3	?
- COc1ccccc1N1C(=NC(=O)C(C)Oc2ccccc2)SC2CS(=O)(=O)CC21 (stereo unspecified)
 : -2%	4%	21%	-5	-7	14%
- O=C(Cc1cccc2ccccc12)NNC(=O)c1cccs1
 : 8%	2%	33%[activator]	-2	36	15%
- Cc1cccc(N2CCN(C3CCCCC3NS(=O)(=O)c3ccccc3)CC2C)c1 (stereo unspecified)
 : 10%	10%	25%	2	-4	?

Following part.
Below each compound – HCV inhibitor	Giardia FBPA inh	Pf growth 96h	Cycloheximide cs	Shiga inhibitor	Pf growth 48h
- Nc1nc(-c2ccc(Cl)cc2)cn1N
 : 8%	-1%	0%	-1	-8	21%
- O=C(O/N=C1\CCCc2ccccc21)C1CC1
 : ?	-3%	18%	-1	-8	103%[activator]
- CCNC(=O)C/C(C)=N/NC(=O)C(=O)Nc1ccc(CC)cc1
 : 11%	5%	0%	26*	37	70%[activator]
- CCS(=O)(=O)C1=NSC2=NC(=O)/C(=C\c3ccc(OC(=O)c4ccco4)c(OC)c3)C(=N)N21
 : 4%	.	22%	10	7	10%
- Clc1ccccc1CN1CCC(Cc2ccccc2)CC1
 : -5%	-22%	12%	4	9	8%
- CC1CN(c2nc(-c3ccccc3)nc3ccccc23)CC(C)O1 (stereo unspecified)
 : ?	-1%	.	-1	-11	-25%
- O=C(NCc1cccnc1)c1ccc(Cl)c(S(=O)(=O)N2CCOCC2)c1
 : .	.	61%[activator]	-1	-6	-15%
- CCC(C)N(C(=O)CSc1nnnn1-c1ccccc1OC)C1CCS(=O)(=O)C1 (stereo unspecified)
 : -3%	.	?	.	.	?
- Cc1cc(=O)oc(C)c1C(=O)N1CCN(C(c2ccccc2)c2ccccc2)CC1
 : ?	?	9.3µM*	-2	1	13µM*
- Cc1nn(C)c(C)c1NC(=O)c1ccc(Cl)cc1
 : 7%	10%	.	-4	-12	3%

(cont.)
Below each compound – HCV inhibitor	Giardia FBPA inh	Pf growth 96h	Cycloheximide cs	Shiga inhibitor	Pf growth 48h
- Cc1ccsc1/C=N/NC(=O)c1sccc1C
 : 16%	-1%	107%[activator]	53*	95*	68%[activator]
- CN(C)C(=O)COC(=O)c1ccccc1NC(=O)c1ccco1
 : -13%	3%	20%	-2	-4	18%
- COC(=O)c1cc(NC(=O)c2ccc(F)cc2)cc(C(=O)OC)c1
 : -24%	-4%	0%	12	24	26%
- Cc1cc(/C=N/n2cnnc2)c(C)n1-c1ccccc1
 : -5%	-5%	.	6	1	2%
- CCOc1nc2ccccc2cc1/C=C/C(=O)O
 : 13%	-3%	-9%	-1	-14	-10%
- COc1ccc(-n2ccnc(SCC(=O)NC3CCCC3)c2=O)cc1
 : -2%	.	149%[activator]	-9	-8	6%
- CC(C)CN(C(=O)COC(=O)c1ccc(-c2ccccc2)cc1)C1CCS(=O)(=O)C1 (stereo unspecified)
 : -21%	-5%	-27%	8	25	?

Of the compounds above, 8 contain fluorine:
Below each compound – HCV inhibitor	Giardia FBPA inh	Pf growth 96h	Cycloheximide cs	Shiga inhibitor	Pf growth 48h
- O=C(CSc1nccn(-c2cccc(F)c2)c1=O)Nc1ccc(Cl)cc1F
 : -2%	-15%	6%	-4	30	22%
- O=C(c1ccccc1F)n1c2c(c3ccccc31)CCCC2
 : ?	15%	?	1	-2	-4%
- CCCCC(=O)NC1(C(F)(F)F)C(=O)N(CC(C)C)C2=C1C(=O)CC(C)(C)C2 (stereo unspecified)
 : 9%	8%	8%	30	44*	-1%
- CCOC(=O)c1cc2n(n1)C(C(F)(F)C(F)(F)F)CC(C)N2 (stereo unspecified)
 : -4%	0%	48%[activator]	1	15	-20%
- Fc1ccc(-c2csc(NC(=S)Nc3ccccc3)n2)cc1
 : ?	-1%	?	-1	-7	5%[0.00184 µM]
- COc1ccc(N2CCN(S(=O)(=O)c3ccc(Cl)c(C(F)(F)F)c3)CC2)cc1
 : -2%	0%	-18%	0	2	21%
- CCCc1c(C(=O)Nc2ccc(C(F)(F)F)cc2)cnn1-c1ccccc1
 : ?	-3%	?	1	-3	?
- COC(=O)c1cc(NC(=O)c2ccc(F)cc2)cc(C(=O)OC)c1
 : -24%	-4%	0%	12	24	26%
